GLS inhibitor = qHTS for Inhibitors of Glutaminase (GLS); Glutaminase kidney isoform, mitochondrial (Homo sapiens), O94925; GLS enzymatic activity, qHTS titration; actives 0.21% (n = 410,000); Potency, µM (top dose mostly 45.5 µM), for inactives: at the top dose activity change, negative = inhibition, actives largely listed as inhibitors; further: on the % scale 0 is the no-effect control and ±100 the full control effect
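Compounds were pin-transferred onto hKGA, after which L-glutamine (1 mM solution) and a detection mix of glutamate oxidase, HRP and Amplex Red were added. Initial and 30 min RT fluorescence reads were collected.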
JMJD2A Tudor = qHTS Assay for Inhibitors of JMJD2A-Tudor Domain; Lysine-specific demethylase 4A (Homo sapiens), O75164; AlphaScreen JMJD2A-Tudor / H3K4me3 peptide binding; Potency, µM (series often up to 114 µM), inactives show at the highest dose activity change, negative = inhibition, actives largely listed as inhibitors; actives 4.4% (n = 390,000); AID 504339, 2011; further: on the % scale 0 is the no-effect control and ±100 the full control effect; nearly all actives have a fitted effect of over 50% in size
Pol iota inh = qHTS for Inhibitors of Polymerase Iota | DNA polymerase iota (Homo sapiens), Q9UNA4 | Pol iota fluorescent replication assay, 10 min | Potency, µM (series often up to 115 µM), inactives show at the top dose activity, negative = inhibition, hits mostly inhibitors | actives 1% (n = 390,000)
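Pol iota at 10 nM preincubated 15 min with compounds at room temperature; reaction started with fluorescent substrate, 50 nM final. Fluorescence read kinetically at 0 and 10 min; buffer-only wells as negative control.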
HP1b binding inh = HTS for Inhibitors of HP1-beta Chromodomain Interactions with Methylated Histone Tails. AlphaScreen HP1-beta / biotin-H3K9me3 peptide binding. Potency, µM (highest dose often 114 µM), without a hit: top-dose activity change, negative = inhibition, most hits filed as inhibitors. actives 0.56% (n = 390,000). Chromobox protein homolog 1 (Homo sapiens), P83916; further: nearly all actives have a fitted effect of over 70% in size; inactives centre near 23
Target sequence (P83916 whole entry, looked up): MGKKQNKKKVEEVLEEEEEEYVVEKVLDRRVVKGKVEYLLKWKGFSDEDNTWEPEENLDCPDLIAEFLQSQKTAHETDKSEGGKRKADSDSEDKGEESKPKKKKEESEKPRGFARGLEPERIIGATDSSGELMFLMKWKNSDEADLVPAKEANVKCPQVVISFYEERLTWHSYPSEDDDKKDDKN
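AlphaScreen: HP1-beta (50 nM) preformed 30 min with biotin-H3(1-18)K9me3 peptide (50 nM) in PBS pH 7.4, 0.01% Tween-20. Compound added for 30 min at RT, then streptavidin donor/nickel chelate acceptor beads (10 ug/mL) for 30 min.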
Pin1 inhibitor = qHTS Assay to Find Inhibitors of Pin1 | actives 0.009% (n = 390,000) | Pin1 FP peptide displacement, HiFluor488, 10 min | Peptidyl-prolyl cis-trans isomerase NIMA-interacting 1 (Homo sapiens), Q13526 | Potency, µM (highest dose often 115 µM), inactives show at the highest dose activity, negative = inhibition, usual class: inhibitors; active means well fitted inhibition curve with a large enough effect in the polarisation, with a control signal flat, not every such curve was filed as active; inconclusive means small, poorly fitted or top-dose-only effect, or effect the other way, or a change in a side signal; inactive means no such curve, though single readings can be large or run the other way; the % refers to the polarisation; further: on the % scale 0 is the no-effect control and ±100 the full control effect
Target sequence (Q13526 whole entry, looked up): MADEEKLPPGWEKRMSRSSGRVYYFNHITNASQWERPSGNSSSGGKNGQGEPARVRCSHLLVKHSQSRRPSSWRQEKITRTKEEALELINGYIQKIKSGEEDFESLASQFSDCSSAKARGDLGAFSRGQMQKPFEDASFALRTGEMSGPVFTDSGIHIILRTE
G9a inh = qHTS Assay for Inhibitors of Histone Lysine Methyltransferase G9a | actives 8.8% (n = 350,000) | G9a H3K9 monomethylation, AlphaScreen, 2 h | Histone-lysine N-methyltransferase EHMT2 (Homo sapiens), Q96KQ7 | AID 504332, 2011 | Potency, µM (highest dose often 102 µM), inactives show at the top dose activity, negative = inhibition, actives largely listed as inhibitors; further: on the % scale 0 is the no-effect control and ±100 the full control effect; nearly all actives have a fitted effect of over 75% in size
Target sequence (Q96KQ7 913-1193 limits assumed): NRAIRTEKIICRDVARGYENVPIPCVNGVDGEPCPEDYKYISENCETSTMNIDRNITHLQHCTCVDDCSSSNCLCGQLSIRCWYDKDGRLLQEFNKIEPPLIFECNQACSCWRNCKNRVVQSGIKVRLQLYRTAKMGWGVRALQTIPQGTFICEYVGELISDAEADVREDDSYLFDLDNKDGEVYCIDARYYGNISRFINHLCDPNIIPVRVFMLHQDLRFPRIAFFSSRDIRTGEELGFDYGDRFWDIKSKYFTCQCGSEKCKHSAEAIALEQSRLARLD
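G9a (20 nM) preincubated 15 min RT with compounds, then 500 nM biotinylated H3K9 peptide and 20 uM SAM added; 2 h RT reaction. Monomethyl-H3K9 product detected by AlphaScreen with anti-H3K9me1 antibody, streptavidin donor and anti-rabbit IgG acceptor beads.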
PGK inhibitor = qHTS Assay to Find Inhibitors of Phosphoglycerate Kinase; Phosphoglycerate kinase, glycosomal (Trypanosoma brucei brucei), P07378; PGK/GAPDH coupled, Kinase-Glo luminescence, 60 min; Potency, µM (doses to about 57.5 µM), inactives show at the top dose activity change, negative = inhibition, actives largely listed as inhibitors; actives 0.043% (n = 380,000); AID 602233, 2012; further: on the % scale 0 is the no-effect control and ±100 the full control effect; nearly all actives have a fitted effect of over 60% in size
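Luminescent ATP detection (Kinase-Glo Plus) follows a 60-minute room-temperature incubation, with wells lacking PGK as controls. Buffer: 100 mM TEA (pH 7.6), 5 mM MgCl2, 0.01% Tween-20. Coupling enzyme GAPDH (100 nM final) supplies unstable 1,3-BPG in-well.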
BAZ2B inh = qHTS Assay for Inhibitors of BAZ2B; Bromodomain adjacent to zinc finger domain protein 2B (Homo sapiens), Q9UIF8; AlphaScreen BAZ2B-H3K14Ac peptide displacement; Potency, µM (highest dose often 114 µM), for inactives: at the top dose activity change, negative = inhibition, usual class: inhibitors; actives 4.4% (n = 360,000); AID 504333, 2011; further: on the % scale 0 is the no-effect control and ±100 the full control effect; nearly all actives have a fitted effect of over 60% in size
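Compounds, titrated to a top concentration of 110 uM, were incubated 30 min at room temperature with preformed BAZ2B/acetyl-K14 H3 peptide complex (50 nM each). Proximity signal was measured by AlphaScreen after 20 min with beads.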
BLM helicase inh = qHTS Assay for Inhibitors of Bloom's syndrome helicase (BLM) | RecQ-like DNA helicase BLM (Homo sapiens), P54132 | recombinant BLM DNA unwinding, fluorescence dequenching | Potency, µM (series often up to 56.1 µM), for inactives: top-dose activity change, negative = inhibition, usual class: inhibitors | actives 0.2% (n = 350,000) | AID 2528, 2010;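 further: plate controls were vehicle for no effect and no enzyme for full effect; nearly all actives have a fitted effect of over 35% in size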
The depositor's hits bear a star; i = inactive; ? = inconclusive; / = not tested or not shown; [ ] = remark or other dose. Unless noted, the call rests on the fitted dose curve; in most records, active means well fitted curve in the direction sought with a large enough effect; inconclusive means small, poorly fitted or top-dose-only effect, or another doubt; inactive means no such curve, though single readings can be large; an effect the other way counts as inactive or inconclusive. Potency means the concentration at half of the fitted maximal effect.

Value order: G9a inh, Pol iota inh, GLS inhibitor, PGK inhibitor, JMJD2A Tudor, BLM helicase inh, BAZ2B inh, Pin1 inhibitor, HP1b binding inh
> COC(=O)C1(CO)NC(c2ccc(C)cc2)C2C(=O)N(c3ccccc3)C(=O)C21 (stereo not given)
  4.0%, -6.3%, -7.7%, -2.6%, 8.6%, -1.8%, -1.8%, 3.5%, 17.7%
> C=CCSC1=C(C#N)C(c2ccccc2Cl)CC(=O)N1 (stereo not given)
  20µM*, -4.8%, 13.2%, 1.2%, -19.2%, 2.6%, 5.2%, -5.0%, -14.0%
> Cc1[nH]c2ccccc2c1C(=O)C(=O)N1CCN(C)CC1
  -6.0%, 14.1%, 0.0%, -8.7%, 1.4%, -2.8%, -24.0%, -7.8%, 20.7%
> O=[N+]([O-])c1ccccc1S(=O)(=O)NCCSc1ccccc1
  -27.0%, 3.8%, 6.3%, 3.1%, ?, -5.4%, -37.8%, 2.9%, 10.5%
> CN1C(=S)SC(N(O)C(=O)NC2CCCCC2)C1(C)C (stereo not given)
  ?, -7.5%, 42.0%[activator], -6.8%, 5.4%, 2.8%, -4.0%, -0.7%, 40.1%[activator]
> CC(C)c1cc(C(=O)N2CCCC(N3CCN(c4ccccc4F)CC3)C2)nc(N)n1 (stereo not given)
  -17.7%, 25.6%, 5.9%, -5.3%, -26.0%, -3.1%, -12.1%, -9.4%, 62.6%[activator]
> CN(C)S(=O)(=O)c1cccc(NC(=O)c2cc(-c3cccs3)nc3ccccc23)c1
  -12.6%[59 µM], 33.4%[activator], 3.5%, 4.3%, -23.4%, -4.9%, 6.8%, 21.8%, 9.9%
> COc1ccc(-c2nnc3ccc(SCC(=O)Nc4nc5ccccc5s4)nn23)cc1OC
  -20.1%[59 µM], 9.1%, 12.7%, 0.2%, 13.1%[57.1 µM], 1.9%, 8.4%, 19.5%, 41.1%[activator]
> COc1ccc(Cl)cc1NC(=O)Cn1c(=O)n(Cc2ccco2)c(=O)c2cccnc21
  -4.1%[59 µM], 2.2%, -10.6%, 1.0%, -5.5%, -2.6%, 8.6%, 50.9%[activator], 59.7%[activator]
> Cn1c(=O)c2c(-c3ccccc3Br)n(CCc3ccccc3)cc2n(C)c1=O
  ?, 0.6%, -11.5%, -15.6%, ?, -5.7%, ?, 18.6%, -20.0%
> CCOC(=O)COc1c(Cl)cc(C2NC(=S)NC(c3ccccc3)=C2C(C)=O)cc1OCC (stereo not given)
  -3.2%[59 µM], 10.1%, 0.3%, -1.4%, -4.2%, 5.3%, 5.2%, -9.3%, 29.2%
> O=C(NCc1cccs1)C1CCCN(S(=O)(=O)c2ccc(Br)s2)C1 (stereo not given)
  2.5%[59 µM], 4.9%, -1.2%, -5.8%, -17.2%, -3.8%, 7.8%, -1.0%, 38.3%
> Cc1ccc(S(=O)(=O)NC(=NCC(=O)O)c2ccccc2)cc1
  11.7%[59 µM], 2.2%, 19.7%, -6.4%, 1.1%, -3.6%, 3.2%, 2.0%, 7.1%
> Cc1ccc2ncnc(NCCCN3CCOCC3)c2c1
  -0.6%[59 µM], 18.0%, -0.1%, -4.2%, -3.8%, -4.4%, -4.0%, -3.8%, 6.5%
> O=C(CSc1ncc(-c2ccccc2)[nH]1)Nc1cccc(O)c1
  ?, -9.3%, -2.6%, -1.0%, -31.4%, -0.8%, -9.6%, 1.9%, -7.8%
> O=c1ccc(-c2ccc(S(=O)(=O)Nc3ccccc3Cl)o2)n[nH]1
  3.8%[59 µM], 45.6%[activator], -12.5%, -7.7%, 0.0%, -3.5%, -21.5%, -16.1%, 58.6%[activator]
> Cc1cc(NC(=O)C(C)Sc2nc(-c3cccs3)nc3ccccc23)no1 (stereo not given)
  ?, ?, -2.5%, -4.1%, -25.0%, /, -32.0%, 31.3%[activator], 22.7%
> CCCc1nn(C)c2c(=O)[nH]c(-c3cc(S(=O)(=O)N(CCO)CCO)ccc3OCC)nc12
  21.7%[59 µM], 49.7%[activator], 1.4%, 0.0%, -18.4%, -0.2%, 11.6%, -1.0%, 18.8%
> O=C(NCc1ccncc1)C1CCN(S(=O)(=O)Cc2ccccc2)CC1
  -27.9%, 22.1%, -9.0%, -9.8%, -1.0%, -1.2%, -2.6%, -1.5%, 46.5%[activator]
> Cn1c(CC(=O)Nc2ccccc2F)nnc1SCC(=O)Nc1nncs1
  12.8%, 37.0%[activator], 3.7%, -7.7%, -14.8%, 3.6%, 9.4%, -9.3%, 14.4%
> CC(C)COc1ccc(Cc2cnc(N)nc2N)cc1
  -9.2%[59 µM], 3.7%, 5.6%, -0.7%, -26.8%, -1.0%, -14.0%, -7.2%, 13.7%
> CSc1nc(C)cc(SCC(=O)Nc2ccc(Cl)cc2Cl)n1
  17.6%[59 µM], 33.7%[activator], -1.6%, 3.5%, 8.2%, 4.1%, 2.1%, -3.6%, 61.6%
> COc1ccc(-c2cn[nH]c2C)cc1OC
  /, 11.8%, 1.5%, 5.2%, -4.9%, -0.8%, -7.1%, -10.7%, 18.8%
> COc1cc2[nH]c(=O)n(CCCC(=O)N3CCN(c4cccc(C(F)(F)F)c4)CC3)c(=O)c2cc1OC
  -32.2%[59 µM], -11.1%, -2.3%, i, -33.1%, -3.5%, -25.2%, -6.9%, 5.4%
> COc1cc(C2NC(=O)NC(c3ccccc3)=C2C(C)=O)cc(Cl)c1OCC(=O)O (stereo not given)
  0.7%, 36.9%[activator], 2.4%, i, -6.5%, -7.0%, 12.9%, -9.1%, 44.4%[activator]
> CC(=O)N1CCC(N(CCN2CCOCC2)C(=S)Nc2cc(C)ccc2C)CC1
  -1.0%[59 µM], 14.4%, 14.2%, -5.8%, -16.9%, -9.7%, -0.5%, 12.0%, ?
> Cc1c(C)c2c(OCC(=O)N3CCC[C@H]3C(=O)O)cc3c(c2oc1=O)CCC(C)(C)O3
  /, -19.5%, 12.3%, 2.7%, -10.9%, 3.0%, -4.7%, ?, 29.9%
> Cc1ccc(Cn2c(=O)n(Cc3ccc(Cl)cc3)c(=O)c3cccnc32)cc1
  2.4%[59 µM], -20.8%, -13.9%, i, 1.5%, -6.2%, 14.5%, 6.1%, 31.2%
> CCn1ncc(/C=N\NC(=O)Cc2ccc([N+](=O)[O-])cc2)c1C
  5.9%[59 µM], 33.9%[activator], -0.6%, -7.5%, -19.2%, 0.7%, 7.2%, 0.9%, 1.5%
> CCn1c(=N)n(CC(O)c2ccco2)c2ccccc21 (stereo not given)
  ?, 9.2%, 1.0%, -1.5%, -12.7%, -8.4%, 3.1%, ?, 49.5%
> COc1ccc(OC)c(NC(=O)c2cc3c(=O)oc4ccccc4c3s2)c1
  2.2%[59 µM], 9.4%, -0.3%, 0.2%, -11.9%, -9.9%, -2.0%, ?, 30.1%
> COc1ccc2c(c1)-c1nc(/N=C/c3c(O)ccc4ccccc34)sc1CC2
  1.58µM*, 17.7%, -11.7%, 0.6%, 39.8µM*, -3.2%, ?, 1.1%, ?
> CCc1cccc(NC(=O)Cn2cc(C=O)c3ccccc32)c1
  47.9%[59 µM], 22.3%, 1.2%, -1.7%, 8.2%, -2.3%, -4.1%, -1.4%, 28.1%
> Cc1ccc(N2CCN(c3nc4ccc(C(=O)c5ccccc5)cc4n4cnnc34)CC2)c(C)c1
  -26.8%[59 µM], ?, -12.8%, -6.8%, -17.2%, -10.0%, ?, 11.8%, -9.3%
> CCOC(=O)c1c(CN2CCN(C)CC2)oc2ccc(O)cc12
  50.1µM*, 15.1%, 22.0%, 0.5%, -19.8%, 6.3%, ?, 2.0%, 30.6%[activator]
> COc1ccc(/C(N)=N/OC(=O)c2c(-c3ccccc3Cl)noc2C)cc1OC
  ?, 27.1%, 6.1%, 5.8%, -7.6%, -3.7%, -12.5%, 0.7%, 73.0%[activator]
> CCOC(=O)c1sc2nc(COC(=O)c3c(F)cccc3F)[nH]c(=O)c2c1C
  ?, 35.1%[activator], 1.7%, 4.6%, 4.5%, 0.3%, 8.4%, ?, 32.6%
> CC(=O)c1ccc(N2CCN(C(=O)C3CCN(S(=O)(=O)c4c(C)noc4/C=C/c4ccc(C)cc4)CC3)CC2)cc1
  1.0%[59 µM], 4.1%, -0.5%, -2.2%, -22.4%, -1.6%, 4.5%, 5.9%, 21.2%[57 µM]
> O=C(NCCNS(=O)(=O)c1ccc(C(F)(F)F)cc1)N1CCOCC1
  /, 18.7%, -15.3%, -2.3%, -6.3%, -4.6%, 3.0%, 1.8%, 25.7%
> O=c1c(O)c(-c2cccs2)oc2ccccc12
  17.8µM*, 3.1%, 18.4%, -0.7%, -6.7%, 1.3%, 8.7%, ?, 27.5%
> CC(C)N1C(=O)CCC1C(=O)NCCc1ccc(Cl)cc1 (stereo not given)
  -4.4%, ?, -2.4%, -2.8%, -18.6%, 0.4%, 3.2%, -7.5%, 26.7%

An excerpt (hit frequency here may not be typical).
